Screening data from PubChem.
Shiga inhibitor = blocks Shiga toxin action in Vero cells; inhibition, % at 38.7 µM; Vero cells, Shiga toxin protein synthesis inhibition reporter; 290,000 tested, 9.2% active; AID 2315; in the data active means inhibition mostly above about 28%, no sharp cut-off; inactive means mostly below about 43%; further: 0% is about no effect
LmPK inh = LmPK (Leishmania mexicana) enzyme inhibition. purified LmPK, Kinase-Glo ATP luminescence, 1 h. 290,000 tested, 0.37% active. Q27686. Potency, µM (titrated, usually from 57.5 µM), inactives show at the top dose activity change, negative = inhibition, hits mostly inhibitors; further: potency means the concentration at half of the fitted maximal effect; on the % scale 0 is the no-effect control and ±100 the full control effect
Target sequence (Q27686 whole entry, looked up): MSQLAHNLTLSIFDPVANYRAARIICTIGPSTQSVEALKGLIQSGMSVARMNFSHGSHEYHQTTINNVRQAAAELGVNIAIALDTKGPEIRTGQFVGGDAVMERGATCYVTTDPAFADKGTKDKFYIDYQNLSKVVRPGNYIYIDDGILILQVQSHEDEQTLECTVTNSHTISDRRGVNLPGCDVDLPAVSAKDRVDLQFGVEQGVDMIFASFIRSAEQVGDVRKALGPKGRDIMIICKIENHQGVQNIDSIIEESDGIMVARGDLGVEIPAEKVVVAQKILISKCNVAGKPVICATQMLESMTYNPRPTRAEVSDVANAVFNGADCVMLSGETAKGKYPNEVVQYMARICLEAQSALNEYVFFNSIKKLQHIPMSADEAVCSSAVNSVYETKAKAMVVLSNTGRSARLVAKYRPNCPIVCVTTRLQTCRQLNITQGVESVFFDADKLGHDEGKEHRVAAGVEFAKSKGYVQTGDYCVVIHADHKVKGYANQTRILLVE
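Purified LmPK (0.1 nM) converted ADP (0.1 mM) to ATP with PEP (0.5 mM) in imidazole buffer pH 7.2 with KCl and MgCl2, 1 h at room temperature. ATP was read by Kinase-Glo luminescence; data normalized to uninhibited and no-enzyme controls.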
Pf growth 96h = inhibits malaria parasite growth, 96 h; P. falciparum luciferase reporter growth, 96 h; Potency, µM (top dose mostly 28.7 µM), for the others: top-dose activity change, negative = inhibition, most hits filed as inhibitors; 320,000 tested, 6.9% active; further: potency means the concentration at half of the fitted maximal effect; on the % scale 0 is the no-effect control and ±100 the full control effect
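Cell-based qHTS: luciferase-tagged P. falciparum in erythrocytes (2% hematocrit, 0.05% parasitemia final) incubated with compounds for 96 hours, 37 C, 5% CO2; luciferase detection reagent then added and luminescence measured.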
TbPYK inhibitor = blocks Trypanosoma brucei pyruvate kinase | TbPYK enzyme, Kinase-Glo Plus ATP luminescence, 45 min | 410,000 tested, 0.12% active | Potency, µM (series often up to 76.8 µM), without a hit: top-dose activity, negative = inhibition, hits mostly inhibitors | Q57TT1; further: potency means the concentration at half of the fitted maximal effect; on the % scale 0 is the no-effect control and ±100 the full control effect; nearly all actives have a fitted effect of over 50% in size
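ADP (130 uM final) triggers the TbPYK reaction after compound addition; incubation is 45 min at room temperature. Kinase-Glo Plus is then added and luminescence imaged. Normalized data are fitted to concentration-effect curves.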
Cycloheximide cs = counter-screen for Shiga toxin inhibitors: cycloheximide protein synthesis inhibition; cell reporter, cycloheximide protein synthesis inhibition counterscreen; 300,000 tested, 12% active; max response, %; in the data active means max response mostly above about 13%, no sharp cut-off; inactive means mostly below about 14%; further: read at 38.3 µM for the half of the compounds with a filed dose; 0% is about no effect
HCV inh = HCV inhibition. Huh7.5.1 HCVcc-Cre infection, luciferase reporter, 44 h. Potency, µM (doses to about 41.8 µM), for inactives: at the highest dose activity change, negative = inhibition, usual class: inhibitors. 340,000 tested, 3.4% active; further: potency means the concentration at half of the fitted maximal effect; on the % scale 0 is the no-effect control and ±100 the full control effect
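Compounds are dispensed onto cells plated 4 h earlier at 1,000 per well, with HCVcc-Cre virus (about 0.5 moi) added next. Following 44 h of culture, luminescent signal is measured for 15 sec after 15 min with substrate at room temperature.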
Pf growth 48h = P. falciparum growth inhibition at 48 hours (one generation) | Potency, µM (titrated, usually from 28.7 µM), without a hit: at the highest dose activity change, negative = inhibition, most hits filed as inhibitors | P. falciparum luciferase growth in erythrocytes, 48 h | 310,000 tested, 5.9% active | AID 504832; further: potency means the concentration at half of the fitted maximal effect; on the % scale 0 is the no-effect control and ±100 the full control effect
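In quantitative HTS format, infected erythrocytes bearing luciferase-reporter parasites were treated for a single generation at 37 C. Luminescence after adding detection reagent served as the growth measure.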
* marks the source's active call; other numbers are inactive results; u = inconclusive; x = not tested or not shown; [ ] = remark or other dose. Unless noted, the call rests on the fitted dose curve; in most records, active means well fitted curve in the direction sought with a large enough effect; inconclusive means small, poorly fitted or top-dose-only effect, or another doubt; inactive means no such curve, though single readings can be large; an effect the other way counts as inactive or inconclusive.

SMILES | Shiga inhibitor | LmPK inh | Pf growth 96h | TbPYK inhibitor | Cycloheximide cs | HCV inh | Pf growth 48h
Cc1cc(OCC(=O)N(C)c2c(N)n(Cc3ccccc3)c(=O)[nH]c2=O)c(C(C)C)cc1Cl | x | x | 1% | 4% | x | u | -4%
C=CCn1c(C)cc(-c2csc(NCC)n2)c1C | 89* | -3% | u | 2% | 43* | 10µM* | u
COCc1ccc(C(=O)N2CCCC(C(=O)c3ccc(SC)cc3)C2)o1 (stereo unspecified) | -8 | -2% | 23% | 2% | 10 | x | -4%
COC(=O)c1ccc(CSc2nncn2C)cc1 | 177* | -5% | 23% | 8% | 62* | 15% | 30%[activator]
COc1cccc(CNc2ccc(C)c(Cl)c2)c1 | 64* | 1% | u | -15% | 39* | 4% | 8%
CCN(c1ccc(C)cc1)S(=O)(=O)c1nnc(NC(=O)c2ccco2)s1 | -13 | 4% | u | -13% | -4 | 13% | -8%
COc1ccc(-c2nc3ccc(C(=O)NCCCN4CCOCC4)cc3nc2-c2ccc(OC)cc2)cc1 | -8 | 10% | u | -9% | -3 | -28% | u
O=C(NCc1ccccn1)c1cccc(NS(=O)(=O)c2ccccc2)c1 | x | x | -4% | 2% | x | -2% | 5%
C=CCOc1nc2c(c(=O)n(C)c(=O)n2C)n1C | -5 | -6% | 7% | -1% | -1 | -6% | 1%
CCC1CC(CSc2ncn[nH]2)OC1=O (stereo unspecified) | 21 | -7% | u | -2% | -2 | 7% | 53%[activator]
O=C(Cn1nnc(-c2ccccc2NC(=O)c2ccccc2F)n1)NCc1ccco1 | 4 | -2% | x | 5% | 23 | -8% | 24%
O=C(Nc1nnc(C2CCCO2)s1)c1cccs1 (stereo unspecified) | 19 | -19% | x | -12% | 17* | 20% | 69%[activator]
CCN(CC)c1ccc(C(=O)Nc2ccccc2)cc1[N+](=O)[O-] | 67* | -1% | -20% | 5% | 37* | u | 63%[activator]
CC1CCCN(CCCNC(=O)c2ccc(CS(=O)(=O)Cc3cccc(Cl)c3)o2)C1 (stereo unspecified) | -6 | 0% | -27% | 0% | -4 | -6% | 13%
COc1ccc(CCN2C(=O)C3C4CCC(C4=C(C)C)C3C2=O)cc1OC (stereo unspecified) | -10 | 5% | u | -1% | 5 | 10% | -18%

Next part (2 carried over from the part before).
SMILES | Shiga inhibitor | LmPK inh | Pf growth 96h | TbPYK inhibitor | Cycloheximide cs | HCV inh | Pf growth 48h
CC1CCCN(CCCNC(=O)c2ccc(CS(=O)(=O)Cc3cccc(Cl)c3)o2)C1 (stereo unspecified) | -6 | 0% | -27% | 0% | -4 | -6% | 13%
COc1ccc(CCN2C(=O)C3C4CCC(C4=C(C)C)C3C2=O)cc1OC (stereo unspecified) | -10 | 5% | u | -1% | 5 | 10% | -18%
O=C(CCc1ccccc1)NCC(c1ccco1)N1CCc2ccccc21 (stereo unspecified) | x | x | u | 2% | x | -23% | u
Cc1ccc2nc(N3CCCCC3)c(C=O)c(=O)n2c1 | 37 | -2% | 94%[activator] | x | 6 | x | 20%
O=C1NCCCC2c3cc(O)c4ccccc4c3OC12N1CCCCC1 (stereo unspecified) | 20 | u | 20% | x | 12 | x | 8.3µM*
CCOC(=O)CC(=O)Nc1c(C)cc(C)cc1C | 8 | -2% | 0% | 1% | 3 | 3% | 2%
Cc1cccc2cc(CN(CC3CCCO3)C(=O)NC3CCCCC3)c(=O)[nH]c12 (stereo unspecified) | -8 | 1% | x | 3% | 3 | -21% | u
Cc1nc(Nc2ccc3c(c2)OCCO3)c2c(C)c(C)sc2n1 | 45 | 1% | 38%[activator] | -8% | 20* | u | 3%
Cc1nn(CC#N)c(=O)n1N(C)c1ncc(C(F)(F)F)cc1Cl | -2 | -1% | 23% | -2% | -5 | 11% | -5%
C/C(N)=C(/C#N)C(=O)COC(=O)c1cc(S(=O)(=O)N2CCCCC2)ccc1C | -9 | 3% | u | -14% | 1 | -22% | u
O=C(Cn1[nH]c(=O)c2ccccc2c1=O)N1CC=C(c2ccccc2)CC1 | -12 | 8% | -15% | 0% | -6 | 2% | x
Cc1cccc(N(C(=O)CCC(=O)Nc2ccccn2)C(C(=O)NC(C)C)c2ccc(O)cc2)c1 (stereo unspecified) | 4 | -1% | u | -4% | 13 | 20% | 47%[activator]
O=C(COc1cccc2cccnc12)NCC(F)(F)F | -5 | -1% | -22% | -14% | -3 | 0% | 25%
Cc1ccccc1COC(=O)CN1C(=O)NC2(CCCC2)C1=O | x | x | 29% | 1% | x | 2% | -5%
CCOC(=O)c1ccc2[nH]c3c(c2c1)CCCC3O (stereo unspecified) | 35 | -1% | 27% | -1% | 24* | 10µM* | 30%[activator]
O=C(CCCc1ccccc1)N=C1SC2CS(=O)(=O)CC2N1c1ccccc1F (stereo unspecified) | -5 | 4% | 22% | 0% | -1 | 17% | 3%
CCOP(=O)(OCC)C(c1ccccc1)N(C)C=O (stereo unspecified) | -10 | -2% | 50%[activator] | 0% | -3 | x | 10%

Six compounds from above, showing only HCV inh and Shiga inhibitor:
structure	HCV inh	Shiga inhibitor
O=C1NCCCC2c3cc(O)c4ccccc4c3OC12N1CCCCC1 (stereo unspecified)	x	20
CCOC(=O)CC(=O)Nc1c(C)cc(C)cc1C	3%	8
Cc1cccc2cc(CN(CC3CCCO3)C(=O)NC3CCCCC3)c(=O)[nH]c12 (stereo unspecified)	-21%	-8
Cc1nc(Nc2ccc3c(c2)OCCO3)c2c(C)c(C)sc2n1	u	45
Cc1nn(CC#N)c(=O)n1N(C)c1ncc(C(F)(F)F)cc1Cl	11%	-2
C/C(N)=C(/C#N)C(=O)COC(=O)c1cc(S(=O)(=O)N2CCCCC2)ccc1C	-22%	-9

Three records drawn at random from those above:
SMILES | Shiga inhibitor | LmPK inh | Pf growth 96h | TbPYK inhibitor | Cycloheximide cs | HCV inh | Pf growth 48h
O=C(CCCc1ccccc1)N=C1SC2CS(=O)(=O)CC2N1c1ccccc1F (stereo unspecified) | -5 | 4% | 22% | 0% | -1 | 17% | 3%
O=C(CCc1ccccc1)NCC(c1ccco1)N1CCc2ccccc21 (stereo unspecified) | x | x | u | 2% | x | -23% | u
O=C(COc1cccc2cccnc12)NCC(F)(F)F | -5 | -1% | -22% | -14% | -3 | 0% | 25%

Next records follow:
SMILES | Shiga inhibitor | LmPK inh | Pf growth 96h | TbPYK inhibitor | Cycloheximide cs | HCV inh | Pf growth 48h
Cc1ccc(CN2CCN(Cc3ccc(OCCO)cc3)CC2CCO)o1 (stereo unspecified) | -9 | 4% | -18% | 1% | 1 | 4% | 10%
COC(=O)c1c(C)nc2ccccc2c1C(=O)O | 14 | 3% | 229%[activator] | 6% | 7 | 17% | u
Cc1cc2oc(=O)cc(CN3CCC(C)CC3)c2cc1C | 24 | 0% | u | -3% | 20* | -28% | u
COc1ccccc1COCC(O)CN(Cc1ccco1)Cc1ccccc1O (stereo unspecified) | 6 | 2% | 5.2µM* | -6% | -1 | -12% | 8.3µM*
CN1CCN(c2ccc(Cl)cc2NC(=O)c2ccc([N+](=O)[O-])cc2)CC1 | -10 | 0% | u | -8% | -4 | -8% | u
OCCn1c(Cl)nc2ccccc21 | 9 | -11% | x | 5% | -4 | 5% | -17%
CN(C)S(=O)(=O)c1ccc(NC(=O)C2CC(=O)N(Cc3ccccc3)C2)cc1 (stereo unspecified) | 26 | 2% | 6% | -11% | -5 | -8% | 15%
CC(C)(C)C(=O)CSc1nc2c(c(-c3cccs3)c1C#N)CCC2 | 19 | -1% | u | -1% | 10 | u | u
O/N=C(\CN1CCCCC1)c1ccccc1 | -2 | 0% | -9% | 5% | -3 | 26% | x
CC(C)=CCC/C(C)=C/CC/C(C)=N/O | -8 | 14% | -13% | -2% | 1 | 6% | 2%
CCc1ccccc1NC(=O)C1C(c2ccccc2)C1(Cl)Cl (stereo unspecified) | -1 | -2% | 110%[activator] | -4% | -3 | -17% | 25%
COc1ccc(NC(=O)CCC(=O)OCc2ccc(Br)cc2)cc1 | -2 | 2% | u | -1% | -3 | 8% | 12%
Cc1ccc(C(=O)N2CCN(c3ccc(NC(=O)c4cc(C)cc(C)c4)cc3)CC2)cc1 | -7 | -12% | u | 2% | -2 | x | u
O=C(/C=C/c1ccc(Br)cc1)NC(=S)N1CCOCC1 | 67* | u | 34%[activator] | -29% | 54* | 18% | 29%
Cc1nc(SCC(=O)NCCc2ccccc2)n[nH]1 | -18 | -3% | u | u | -8 | 12% | 5%
O=C(Nc1ccc(Cl)c(Cl)c1)O/N=C/c1ccncc1 | 24 | 3% | 2% | -4% | 16 | 2% | u
CC(=O)Nc1ccc(S(=O)(=O)NCCN2CCOCC2)cc1 | 26 | 0% | 23% | 2% | -6 | 12% | 16%
CCc1c(C#N)sc(C(N)=O)c1CC | -8 | 3% | 15% | 3% | -3 | 13% | -7%
CN(C)C(CNc1ccc(C(N)=O)cc1[N+](=O)[O-])c1ccccc1 (stereo unspecified) | 56 | -1% | 29% | -3% | -1 | 22% | 39%[activator]
O=C(NCc1ccncc1)C(=O)NCC1OCCCN1S(=O)(=O)c1cc(F)ccc1F (stereo unspecified) | -29 | -10% | 7% | -1% | -3 | x | 4%
CN1C(=O)c2ccc(S(=O)(=O)c3ccc(C(=O)O)cc3)cc2C1=O | -1 | 4% | 30%[activator] | 20% | 11 | 15% | 17%
CCN(C(=O)COC(=O)c1ccc(Cl)nc1)C1CCS(=O)(=O)C1 (stereo unspecified) | 20 | -2% | -27% | -3% | -6 | 17% | 15%
S=C(NCc1ccccc1)N1CCN(c2ccccc2)CC1 | -1 | -2% | 0% | -7% | 5 | 8% | -1%
CC(C)CC(NC(=O)c1ccccc1)C(=O)OCC(=O)Nc1ccc(S(N)(=O)=O)cc1 (stereo unspecified) | 8 | -3% | 21% | -7% | -2 | -2% | 35%[activator]
CC1(C)CC(NC(=O)C2CCCCC2)CC(C)(C)N1 | 13 | -3% | -16% | -3% | -1 | -4% | -6%
CCN(CC)c1ccc(-n2cc3c(=O)n(C)c(=O)n(C)c3c2)cc1 | 29 | 3% | x | -12% | 10 | u | u
Cc1ccccc1NC(=O)C1Cc2ccccc2C(=O)O1 (stereo unspecified) | 17 | -1% | 57%[activator] | -1% | 14* | 1% | 0%
Cc1onc(-c2ccccc2)c1C(=O)N1CCC(CO)(Cc2ccccc2)CC1 | -1 | 5% | -2% | 3% | 15 | 11% | -11%
